Screening results (PubChem BioAssay)
IL1B secr inh: qHTS for Inhibitors of Inflammasome Signaling: IL-1-beta AlphaLISA Primary Screen; activity change, % at 57.5 µM; THP-1 LPS/ATP IL-1B secretion, AlphaLISA, 16 h; active compounds read low; AID 743279, 2014; 360,000 compounds, 4.7% hits; in the data active means activity change below about -50%; inconclusive means mostly about -30% to -49%; further: on the % scale 0 is the no-effect control and ±100 the full control effect
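THP-1 cells pretreated 1 hr with compounds (up to 57.5 uM final), then stimulated with LPS (250 ng/mL final) plus ATP (1.25 mM final); secreted IL-1B measured by AlphaLISA after 16 hr, decreased signal indicating inhibition.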
SW480 rereplic: A quantitative high throughput screen for small molecules that induce DNA re-replication in SW480 colon adenocarcinoma cells; AID 624297, 2012; 340,000 compounds, 1.8% hits; SW480 DNA re-replication, Hoechst DNA content imaging, 48 h; Potency, µM (highest dose often 46.1 µM), for inactives: at the highest dose re-replication activation, hits mostly activators; further: potency means the concentration at half of the fitted maximal effect; % of control where 0% means no effect; nearly all actives have a fitted effect of over 55% in size
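Quantitative HTS format with DMSO vehicle controls; 48 hr drug incubation at 37 C, then 40 min Hoechst staining and scanning imager measurement at 405 nm excitation.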
WRN inhibitor: qHTS for Inhibitors of WRN Helicase. WRN helicase unwinding, fluorescent forked duplex, kinetic. Potency, µM (series often up to 114 µM), without a hit: at the top dose activity change, negative = inhibition, hits mostly inhibitors. 360,000 compounds, 0.46% hits; further: potency means the concentration at half of the fitted maximal effect; on the % scale 0 is the no-effect control and ±100 the full control effect; nearly all actives have a fitted effect of over 55% in size
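WRN at 20 nM final preincubated with compound 15 min at room temperature; reaction started with 100 nM fluorophore/quencher forked duplex oligonucleotide and 2 mM ATP final. Unwinding followed kinetically by red fluorescence (ex 525, em 598 nm).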
HT1080-NT tox: qHTS for induction of synthetic lethality in tumor cells producing 2HG: qHTS for the HT-1080-NT fibrosarcoma cell line. HT-1080-NT fibrosarcoma viability, CellTiter-Glo ATP luminescence, 48 h. Potency, µM (titrated, usually from 46.1 µM), without a hit: top-dose activity, negative = less viability, usual class: cytotoxic. 360,000 compounds, 1.6% hits. AID 686970, 2013;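 further: NT is the 2HG producing partner of a matched IDH1 knockdown line; potency means the concentration at half of the fitted maximal effect; 0% = DMSO-treated cells and -100% = media-only wells without cells; nearly all actives have a fitted effect of over 55% in size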
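Toxicity toward the 2HG-producing NT line was scored as %Activity, normalised to DMSO and no-cell wells, from CellTiter-Glo luminescence after 48 hours' treatment.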
KB-3-1 cytotox: qHTS assay for MDR1-selective chemotherapeutics: Primary screen using the parental adenocarcinoma cell KB-3-1; Potency, µM (titrated, usually from 46.1 µM), for the others: at the top dose activity change, negative = cytotoxic, hits mostly cytotoxic; KB-3-1 viability, CellTiter-Glo ATP luminescence, 72 h; AID 1347075, 2019; 400,000 compounds, 1.4% hits; further: potency means the concentration at half of the fitted maximal effect; on the % scale 0 is the no-effect control and ±100 the full control effect; nearly all actives have a fitted effect of over 60% in size
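Parental KB-3-1 viability, qHTS format: 72 h compound exposure, 37 °C; CellTiter-Glo; media-only wells and DMSO plates as controls; concentration-effect fits on corrected data.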
ATXN2 expr inh: Primary qHTS for Inhibitors of ATXN expression; HEK-293 ATXN2-luciferase reporter, luminescence, 24 h; Potency, µM (doses to about 57 µM), inactives show top-dose activity change, negative = inhibition, hits mostly inhibitors; 360,000 compounds, 0.72% hits; AID 1745845, 2022; further: potency means the concentration at half of the fitted maximal effect; on the % scale 0 is the no-effect control and ±100 the full control effect; nearly all actives have a fitted effect of over 55% in size
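qHTS (up to 57 uM final) was run with 24 h compound exposure of reporter cells at 37 °C. Each well was multiplexed: SteadyGlo luminescence measured ATXN2-luciferase expression after a fluorogenic Gly-Phe-AFC viability readout (25 uM final).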
MCF10A rereplic: A quantitative high throughput screen for small molecules that induce DNA re-replication in MCF 10a normal breast cells; MCF 10A DNA re-replication, Hoechst nuclear intensity, 48 h; Potency, µM (titrated, usually from 46.1 µM), inactives show at the highest dose activity, positive = re-replication, usual class: activators; 350,000 compounds, 2.9% hits; further: potency means the concentration at half of the fitted maximal effect; % of control where 0% means no effect; nearly all actives have a fitted effect of over 50% in size
KB-V1 MDR tox: qHTS assay for MDR1-selective chemotherapeutics: Primary screen using the drug-selected MDR subline cells KB-V1. KB-V1 MDR cells viability, CellTiter-Glo, 72 h. Potency, µM (doses to about 46.1 µM), without a hit: top-dose activity change, negative = cytotoxicity, hits mostly cytotoxic. 400,000 compounds, 3.4% hits. AID 1347076, 2019; further: potency means the concentration at half of the fitted maximal effect; on the % scale 0 is the no-effect control and ±100 the full control effect; nearly all actives have a fitted effect of over 60% in size
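Drug-selected KB-V1 cells, grown in DMEM lacking phenol red with 10% FBS, receive compound titrations; after three days at 37 degrees C, surviving cell ATP is quantified by CellTiter-Glo luminescence and responses normalized and curve-fitted.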
HT1080 IDH1KD tx: qHTS for induction of synthetic lethality in tumor cells producing 2HG: qHTS for the HT-1080-IDH1KD cell line. HT-1080 IDH1 knockdown viability, ATP luminescence, 48 h. Potency, µM (doses to about 46.1 µM), for inactives: at the highest dose activity, negative = toxicity, hits mostly cytotoxic. 360,000 compounds, 2% hits. AID 686971, 2013;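 further: potency means the concentration at half of the fitted maximal effect; 0% = DMSO wells and -100% = cell-free medium wells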
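IDH1KD HT-1080 cells, 750/well, RPMI + 5% FBS; compound pinned after 2 h settling; 48 h, 37 °C; CellTiter-Glo luminescence; % activity normalised to DMSO and no-cell wells; curves fitted, classed by r2 and efficacy.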
* hit, by the source's call; ? = inconclusive; / = not tested or not shown; & = joins results of further samples; [ ] = dose if it differs, or a comment. Unless noted, the call rests on the fitted dose curve; in most records, active means well fitted curve in the direction sought with a large enough effect; inconclusive means small, poorly fitted or top-dose-only effect, or another doubt; inactive means no such curve, though single readings can be large; an effect the other way counts as inactive or inconclusive.

SMILES	IL1B secr inh	SW480 rereplic	WRN inhibitor	HT1080-NT tox	KB-3-1 cytotox	ATXN2 expr inh	MCF10A rereplic	KB-V1 MDR tox	HT1080 IDH1KD tx
O=C1C2CCCCN2C(=O)N1CCCCN1CCN(c2ccccc2Oc2ccccc2)CC1 (stereo unspecified)	-9	?	-6%	-10%	-3%	?	?	0%	-22%
c1ccc(C(CN2CCCCC2)Oc2ccccn2)cc1 (stereo unspecified)	16	2%	3%	8%	0%	-5%	12%	-3%	12%
O=C(NC1=NCCS1)C1CCN(S(=O)(=O)c2ccc(Cl)cc2)CC1	4	-13%	0%	-4%	0%	/	0%	-9%	2%
Cc1cc(-c2[nH]nc3c2C(c2cccc(O)c2)C(C#N)=C(N)O3)c(C)s1 (stereo unspecified)	-9	-3%	-18%	6%	0%	4%	10%	-6%	-5%
Cc1ccc(C(=O)Nc2ccc(S(=O)(=O)NC3=NCCCCC3)cc2)cc1S(=O)(=O)N1CCOCC1	0	-8%	-3%	-2%	-27%	6%	12%	4%	-4%
COc1ccc(S(=O)(=O)NN(C)c2ncc(C(F)(F)F)cc2Cl)cc1	19	16%	-3%	-7%	-10%	/	7%	-10%	-7%
CC(C)c1ccccc1NC(=O)CSc1n[nH]c(=O)n1C1CC1	25	5%	3%	5%	-3%	-11%	0%	2%	0%
CCCCC(=O)Nc1ccc2c(c1)nc1n2CCSC1	-28	-12%	-12%	?	22%	-8%	-1%	-5%	15%
C/C(=N\NC(=O)CN1CCCCC1)c1cccc([N+](=O)[O-])c1	9	-7%	10%	8%	14%	35%	-4%	-8%	10%
O=C(OCC(=O)N1CCC(Cc2ccccc2)CC1)c1cccnc1Cl	-10	-3%	5%	3%	-1%	1%	2%	7%	0%
CC(C)NC(=O)NC(=O)COC(=O)c1ccc(S(=O)(=O)NCc2ccco2)cc1	23	-2%	-6%	9%	0%	-6%	4%	-13%	8%
COc1ccc(N2CCN(C(=O)COC(=O)Cc3cccc(OC)c3)CC2)cc1	11	3%	10%	0%	0%	0%	-4%	0%	1%
COc1cccc(C2=CC(=O)C[C@H](c3ccc(F)cc3)C2)c1	?	-13%	-6%	-27%	-9%	-8%	54%	-15%	-11%
CC(=O)N(c1ccc(C(C)C)cc1)C1C=CS(=O)(=O)C1 (stereo unspecified)	9	-7%	-7%	0%	6%	2%	-2%	0%	9%
CCC(=O)Nc1ccc(S(=O)(=O)Nc2ncccn2)cc1	-19	0%	4%	-1%	1%	-9%	3%	?	-3%

Entries above that have a carbonyl joined to an NH by a bond outside any ring:
SMILES	IL1B secr inh	SW480 rereplic	WRN inhibitor	HT1080-NT tox	KB-3-1 cytotox	ATXN2 expr inh	MCF10A rereplic	KB-V1 MDR tox	HT1080 IDH1KD tx
O=C(NC1=NCCS1)C1CCN(S(=O)(=O)c2ccc(Cl)cc2)CC1	4	-13%	0%	-4%	0%	/	0%	-9%	2%
Cc1ccc(C(=O)Nc2ccc(S(=O)(=O)NC3=NCCCCC3)cc2)cc1S(=O)(=O)N1CCOCC1	0	-8%	-3%	-2%	-27%	6%	12%	4%	-4%
CC(C)c1ccccc1NC(=O)CSc1n[nH]c(=O)n1C1CC1	25	5%	3%	5%	-3%	-11%	0%	2%	0%
CCCCC(=O)Nc1ccc2c(c1)nc1n2CCSC1	-28	-12%	-12%	?	22%	-8%	-1%	-5%	15%
C/C(=N\NC(=O)CN1CCCCC1)c1cccc([N+](=O)[O-])c1	9	-7%	10%	8%	14%	35%	-4%	-8%	10%
CC(C)NC(=O)NC(=O)COC(=O)c1ccc(S(=O)(=O)NCc2ccco2)cc1	23	-2%	-6%	9%	0%	-6%	4%	-13%	8%
CCC(=O)Nc1ccc(S(=O)(=O)Nc2ncccn2)cc1	-19	0%	4%	-1%	1%	-9%	3%	?	-3%

Next part
SMILES	IL1B secr inh	SW480 rereplic	WRN inhibitor	HT1080-NT tox	KB-3-1 cytotox	ATXN2 expr inh	MCF10A rereplic	KB-V1 MDR tox	HT1080 IDH1KD tx
O=C1c2cnccc2CN1Cc1ccccc1	3	-16%	-2%	16%	9%	7%	0%	4%	23%
O=C(CSc1nnc(-c2ccccc2)n1-c1ccccc1)N1c2ccccc2Sc2ccccc21	44	-1%	-4%	10%	8%	-10%	15%	4%	8%
CCN(CC)C(=O)c1nc[nH]c1C(=O)N1CCC(C)CC1	5	-15%	1%	9%	0%	1%	-7%	-8%	-1%
O=c1c2cc(NC(=S)NCc3ccccn3)ccc2nc2n1CCCCC2	-23	-2%	-1%	1%	1%	11%	-4%	-12%	0%
CCC(CC)C(=O)NCc1ccc2c(c1)cc(C)n2C	17	-4%	-7%	?	2%	-10%	0%	-57%	-17%
CCOC(=O)c1cccc(Nc2ncnc3ccc(C)cc23)c1	-15	-3%	-21%	?	?	14%	-1%	?	?
COc1ccc(CC(=O)NC(C)(C)C)cc1S(=O)(=O)N1CCOCC1	16	-5%	-4%	5%	-2%	-1%	-1%	21%	5%
COc1ccc(S(=O)(=O)N2CCCN(CC(=O)Nc3cc(NC(C)=O)ccc3OC)CC2)cc1	-23	0%[9.22 µM]	1%	-2%	-1%	5%	-50%[inhibitor]	11%	-19%
O=C(NC1CCCCC1)c1ccc(S(=O)(=O)NCc2ccco2)cc1	-4	-10%	-1%	7%	-2%	1%	3%	15µM*	7%
O=C(Oc1cccnc1)c1ccccc1[N+](=O)[O-]	29	-7%	16%	5%	12%	/	9%	30%	1%
CCOC(=O)Cc1nnc(NC(=O)CSc2nncn2C)s1	17	?	-2%	1%	16%	-2%	6.5µM*	14%	0%
Cc1cccnc1NC(=O)CCNC(=O)c1ccccc1Cl	13	0%	-2%	4%	3%	1%	-19%	?	5%
CC(C)Cc1nnc(NC(=O)c2cccc(S(=O)(=O)N3CCOCC3)c2)s1	6	-16%	3%	-1%[9.24 µM]	2%	3%	4%	7%	3%
CCN1CCN(CCC(=O)Nc2ccc(F)c(F)c2)CC1	22	-2%	-5%	12%	16%	3%	0%	?	0%
COc1cc(CN2CCNC(=O)C2CC(=O)N2CCCO2)cc(OC)c1 (stereo unspecified)	-13	-2%	7%	-11%	8%	1%	25%	-12%	13%
COc1cc(NC(=O)C2CC3CCC2C3)c(OC)cc1Cl (stereo unspecified)	-12	28%	-12%	-5%	-15%	-9%	?	-10%	-26%
COc1ccccc1CNC(=O)Cn1c(=O)oc2cc(Cl)ccc21	-3	-21%	-2%	24%	-5%	9%	-1%	1%	3%
Cc1cc(=O)[nH]c(-c2ccccc2O)n1	-3	28%	2%	-1%	-23%	0%	2%	-15%	9%
COc1cccc(C2Oc3ccccc3C3CC(c4cccs4)=NN32)c1 (stereo unspecified)	/	-4%	-4%	-15%	-3%	26%	-8%	-28%	?
Cc1ccccc1-n1c(=O)cc(N2CCc3ccccc3C2)[nH]c1=O	73	-1%	-22%	3%[9.24 µM]	1%	14%	0%	11%	-3%
CC(C)(C)OC(=O)n1cc(CCO)c2ccccc21	32	-6%	1%	6%	?	0%	?	?	2%
Cc1nn(C)cc1CN(C)C(=O)c1cc(COc2ccc(F)cc2F)on1	13	-4%	-1%	6%	-20%	/	-6%	-28%	1%
O=C(CSCCS(=O)(=O)c1ccc(Cl)cc1)Nc1ccccc1	-8	-5%	6%	-3%	-13%	-7%	-4%	-2%	-4%
O=C(N/N=C\c1ccco1)Nc1cccc(Cl)c1	-8	?	-5%	-19%	23%	83%[activator]	-17%	-2%	-21%
Cc1ccc(C2(c3noc(CN4C[C@@H](C)O[C@@H](C)C4)n3)CCCC2)cc1	17	73%	-12%	-1%	-22%	6%	?	-9%	-13%
Cc1ccc(S(=O)(=O)NCC(c2ccco2)N2CCOCC2)cc1 (stereo unspecified)	-11	6%	-2%	-6%	5%&-6%	-9%&-9%	6%	-1%&-13%	-3%
CCOC(=O)c1cc(-c2ccccc2)sc1NC(=O)CSc1nncs1	-4	1%	-13%	1%	18%	-21%	?	0%	-9%
CN(CCO)c1cc(N2CCN(C(=O)c3ccco3)CC2)c2nonc2c1[N+](=O)[O-]	-4	1%	-5%	7%	5%	9%	2%	5%	7%
CCN(CCNC(=O)C1CCCN(S(=O)(=O)c2cnc[nH]2)C1)c1ccccc1 (stereo unspecified)	-4	-3%	2%	0%	-3%	1%	11%	8%	2%
